# SIRT5 inh: blocks human SIRT5 desuccinylation of peptide. Purified SirT5, succinyl-peptide AMC, trypsin-coupled fluorescence. inhibition, % at 15 µM. 330,000 tested, 1.1% active. AID 652115; in the data active = inhibition above about 15%; inconclusive = no clear call, values can overlap the other calls
# Target sequence (Q9NXA8 whole entry, looked up): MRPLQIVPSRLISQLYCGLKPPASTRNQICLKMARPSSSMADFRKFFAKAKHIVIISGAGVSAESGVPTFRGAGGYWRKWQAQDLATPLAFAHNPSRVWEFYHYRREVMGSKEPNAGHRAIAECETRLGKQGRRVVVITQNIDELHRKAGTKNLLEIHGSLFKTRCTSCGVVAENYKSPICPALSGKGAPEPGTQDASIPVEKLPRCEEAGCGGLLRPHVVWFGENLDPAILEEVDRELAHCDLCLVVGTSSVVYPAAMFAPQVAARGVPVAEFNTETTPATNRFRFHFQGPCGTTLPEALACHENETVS
# Cneo AK release: causes C. neoformans cell lysis; adenylate kinase release luminescence, 4 h; normalised: neutral wells 0, clomiphene wells 100; lysis activity, % at 15 µM; 360,000 tested, 0.2% active; AID 651654;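 active = mean lysis activity across replicates of at least 80%, whatever share of replicates individually reach that level; inactive = mean lysis activity below 80%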
#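 Signal: Adenylate kinase release luminescence | Assay system: Log-phase Cryptococcus neoformans yeast cells | Input: Cells at 5 × 10^6 per mL | Buffer or medium: Fresh YPD growth medium | Compound: Single dose | Schedule: Static 4 h at 37 °C with compound, 1 h detection | Controls: Clomiphene | Read-out: Luminescence rise reflecting yeast cell lysis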
# C2C12 statin: suppression of simvastatin myotoxicity. C2C12 myotubes + simvastatin, ATP luminescence, 48 h; scaled: DMSO 0, geranylgeraniol control 100. rescue of ATP level, % at 7.49 µM. 330,000 tested, 0.78% active;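 active = mean ATP rescue above about 67%, or every replicate alone reaching that limit, limit read from the data, passing the limit was not always enough; inconclusive = no clear call, values can overlap the other calls; inactive = mean under the limit and some replicate under it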;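 note: myotubes were challenged with 10 µM simvastatin during compound exposure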
# esBAF inh: inhibitors of esBAF chromatin remodeling in mouse ES cells; reporter increase, % at 12.5 µM; 350,000 tested, 2% active; Bmi1-luciferase knock-in reporter, 24 h; 100% = twice the neutral-well signal; in the data active = activation above about 40%; inconclusive = no clear call, values can overlap the other calls;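 note: 0% = median of the plate's neutral control wells and 100% = double that signal; a rise in the Bmi1 reporter signal indicates esBAF inhibition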
# ARNT TACC3 PPI: disrupts binding between human ARNT and TACC3. Q9Y6A5. AlphaScreen His-ARNT PAS-B/GST-TACC3 binding, luminescence; TACC3 fragment carries E629A point mutation. inhibition, % at 9.99 µM. 390,000 tested, 0.66% active. AID 623870;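 active = mean inhibition of replicates at least 50% and at least half of replicates each reaching 50%; inconclusive = half or more replicates reach 50% but mean below 50%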;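 note: 0% = complete ARNT plus TACC3 wells and 100% = ARNT alone without TACC3; many hits fall short of the cut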
# ERp5 block: blocks human ERp5 reductase activity on insulin | Q15084 | ERp5 insulin aggregation, absorbance 650 nm, 90 min | inhibition, % at 9.99 µM | 350,000 tested, 0.05% active | AID 651711;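 active = mean replicate inhibition above about 25%, with every replicate also reaching it, limit read from the data, passing the limit was not always enough; inconclusive = only one of those two criteria met; inactive = neither criterion met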
# Target sequence (Q15084 whole entry, looked up): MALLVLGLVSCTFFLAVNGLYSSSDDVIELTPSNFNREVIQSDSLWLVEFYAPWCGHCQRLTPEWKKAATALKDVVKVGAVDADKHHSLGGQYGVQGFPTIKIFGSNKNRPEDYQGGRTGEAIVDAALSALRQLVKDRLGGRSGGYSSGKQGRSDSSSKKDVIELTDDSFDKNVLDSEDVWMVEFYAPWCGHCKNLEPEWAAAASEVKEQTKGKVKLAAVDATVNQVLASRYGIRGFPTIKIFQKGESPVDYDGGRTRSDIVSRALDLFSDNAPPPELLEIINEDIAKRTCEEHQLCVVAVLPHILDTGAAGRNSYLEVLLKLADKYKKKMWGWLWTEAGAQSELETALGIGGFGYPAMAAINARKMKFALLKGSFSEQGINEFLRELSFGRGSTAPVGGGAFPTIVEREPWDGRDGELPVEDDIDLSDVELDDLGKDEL
# miR122 inh: blocks miR-122 activity in Huh7 sensor cells. Huh7 miR-122 Renilla luciferase sensor, 48 h; neutral wells = 0, positive control = 100. activation (reporter increase), % at 12.5 µM. 340,000 tested, 0.3% active;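 active = mean replicate activation score at least 90 and every replicate individually at or above 90; inconclusive = only one of the two criteria met; inactive = neither criterion met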;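 note: higher luciferase means less miR-122 activity so hits act as miR-122 inhibitors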
# * = called active by the depositor; ? = inconclusive; · = not tested or not shown; & = joins results of further samples; [ ] = another dose, or the depositor's remark.
SMILES,SIRT5 inh,Cneo AK release,C2C12 statin,esBAF inh,ARNT TACC3 PPI,ERp5 block,miR122 inh
C[C@@H]1CCCCO[C@@H](CN(C)S(=O)(=O)c2ccc(F)cc2)[C@@H](C)CN([C@H](C)CO)C(=O)c2cc(NC(=O)Nc3cccc4ccccc34)ccc2O1,2,-5,?,-1,11,-1,7[16.7 µM]
Clc1ccc(N2CCN(Cc3ccco3)CC2)cc1,-1,-1,13,0,4,-2,·
NNc1ccc(S(=O)(=O)N2CCCCC2)cn1,-4,·,5,-6,54*,2,-2
COCCNC(=O)C[C@H]1C[C@H]2c3cc(NC(=O)Nc4ccccc4)ccc3O[C@H]2[C@H](CO)O1,1,-61,4,-1,-6,4,0[16.7 µM]
Cc1cccc(NC(=O)C2CCCN2S(=O)(=O)c2ccc3c(c2)n(C)c(=O)c(=O)n3C)c1 (stereo not drawn),-2,-1,19,-7,-2,4,-3
COCCNC(=O)/C(C#N)=C/c1ccc(SC)cc1,·,-2,·,·,-2,7,1
O=C(Cc1ccncc1)NCC[C@H]1CC[C@@H](NC(=O)C2CCCCC2)[C@@H](CO)O1,1,-2,4,2,4,12,·
O=C(NS(=O)(=O)c1ccccc1)c1ccccc1O,·,3,1,-7,14,·,1
CCN1CCN(S(=O)(=O)c2ccc(Cl)c(C(=O)N(C)C(c3ccccc3)c3ccccc3)c2)CC1,9,-1,1,7,5,-5,-10
CC(C)c1cc(-c2cc(C(=O)Nc3ccccc3)on2)nc(NC2CCCC2)n1,-4,10,4,-2,2,0,-3
COC(=O)[C@H](CCSC)NC(=O)NC1CC1,0,·,·,·,1,-1,·
O=[N+]([O-])/C=C\c1ccc(N2CCOCC2)cc1,-1,·,·,·,-6,-1,·
O=C(CNC(=O)c1ccc(Cl)cc1Cl)OCc1nnc(-c2ccccc2Br)o1,-1,·,·,·,-1,5,·
COc1ccc(/C(N)=N/OC(=O)c2cccc([N+](=O)[O-])c2)cc1OC,·,-2,-2,-5,4,·,-6
CNC[C@@H]1OCCCC[C@H](C)Oc2ccc(NC(=O)NC(C)C)cc2C(=O)N([C@H](C)CO)C[C@H]1C,1,117*,·,·,-11,-3,-2[16.7 µM]
COc1cccc(CN(C)Cc2nc(Cc3ccccc3Cl)no2)c1,-2,·,·,·,-38,3,·
Cc1cc(C)n2nc(SCc3c(F)cccc3Cl)nc2n1,-3,-1,-3,22,-13,1,2
O=S1(=O)CCC(NC(=S)Nc2ccc3ccccc3c2)C1 (stereo not drawn),-1,0,·,·,-3,2,9
CCCCn1c(N)c(N(CCOC)C(=O)c2cccc(S(=O)(=O)N3CCCCC3)c2)c(=O)[nH]c1=O,-5,-1,0,-2,-7,2,-1
CCS(=O)(=O)Nc1ccc2c(c1)C(=O)N(C)C[C@H](OC)[C@H](C)CN(CCC(F)(F)F)[C@H](C)CO2,3,-1,-1,-3,-5,5,·
CCC(=O)N(C)C[C@@H]1Oc2cc(-c3cccc(F)c3)ccc2S(=O)(=O)N([C@H](C)CO)C[C@H]1C,-1,-2,-42,2,-4,-2,1[16.7 µM]
CC1=CC(C)(C)N(C(=O)CN2C(=O)c3ccccc3C2=O)c2ccc(C)cc21,·,-3,-10,3,1,·,-1
CC(C)CN(CC(C)C)S(=O)(=O)N1CCC(C(=O)N2CCc3ccccc3C2)CC1,·,3,·,·,-3,·,-4
O=S(=O)(NCc1ccccc1)c1cnc[nH]1,·,0,18,2,-6,·,-3
COc1ccc(CN=C2NN=C(c3cccc(OC)c3)CS2)cc1,4,·,·,·,12,-3,·

# Sorted by number of heavy atoms (high to low): part of the list above.
SMILES,SIRT5 inh,Cneo AK release,C2C12 statin,esBAF inh,ARNT TACC3 PPI,ERp5 block,miR122 inh
COCCNC(=O)C[C@H]1C[C@H]2c3cc(NC(=O)Nc4ccccc4)ccc3O[C@H]2[C@H](CO)O1,1,-61,4,-1,-6,4,0[16.7 µM]
CC(C)CN(CC(C)C)S(=O)(=O)N1CCC(C(=O)N2CCc3ccccc3C2)CC1,·,3,·,·,-3,·,-4
CC(C)c1cc(-c2cc(C(=O)Nc3ccccc3)on2)nc(NC2CCCC2)n1,-4,10,4,-2,2,0,-3
CC1=CC(C)(C)N(C(=O)CN2C(=O)c3ccccc3C2=O)c2ccc(C)cc21,·,-3,-10,3,1,·,-1
COCCNC(=O)/C(C#N)=C/c1ccc(SC)cc1,·,-2,·,·,-2,7,1
COC(=O)[C@H](CCSC)NC(=O)NC1CC1,0,·,·,·,1,-1,·

# Next part:
SMILES,SIRT5 inh,Cneo AK release,C2C12 statin,esBAF inh,ARNT TACC3 PPI,ERp5 block,miR122 inh
O=c1cc(-c2ccccc2Cl)oc2cccc(O)c12,2,0,4,28,-8,0,·
CCOC(=O)c1c(NC(=O)CC2Sc3ccc(C(F)(F)F)cc3NC2=O)sc(C)c1C (stereo not drawn),1,·,·,·,-2,9,·
COc1ccc([N+](=O)[O-])cc1NC(=O)c1ccccc1SC,-2,3,-3,-9,-3,2,1
COc1cccc(-c2ccc([C@H]3[C@H]4CN(C(=O)c5ccc6c(c5)OCO6)CCCCN4[C@H]3CO)cc2)c1,4,0,·,·,-4,0,-12[16.7 µM]
C[C@H]1CN([C@@H](C)CO)C(=O)c2cccc(NC(=O)NC3CCCCC3)c2O[C@H]1CN(C)C(=O)Nc1ccc(F)cc1,-5,-4,2,5,1,1,8[16.7 µM]
Cc1cccc(-c2nnc(SCc3ccc(C#N)cc3)n2Cc2ccco2)c1,·,2,31,2,-5,·,8
O=C(O)c1cnc2[nH]c3ccccc3n2c1=O,-19,1,2,-1,1,-6,0
Cc1cccc(N2CCN(S(=O)(=O)c3ccc4c(c3)NC(=O)CS4)CC2)c1C,5,10,-2,-5,6,5,4
Oc1ccc(C=NNc2ccccn2)c(O)c1,7,·,·,·,60*,0,·
COc1ccc(NC(=S)N2CCC(c3nc4ccccc4[nH]3)CC2)c(OC)c1,·,-1,2,8,1,·,-3
O=C(/C=C/c1ccco1)N1CCN(S(=O)(=O)c2cccs2)CC1,0,-5,3,5,2,2,-4
CCN(C(=O)CSc1nccc(=O)[nH]1)C1CCCCC1,3,-1,5,0,16,2,-1
COc1ccc(Cl)cc1NC(=O)CCN1CCN(C)CC1,·,0,·,-5,-7,·,-7
COCCCNC(=O)c1ccc(Cn2c(=O)[nH]c3ccccc3c2=O)cc1,-3,0,-17,-6,-7,5,-3
CCS(=O)(=O)N1Cc2ccccc2CC1C(=O)OCC(=O)N(C(C)C)C(C)C (stereo not drawn),0,5,5,-12,-2,2,-2
O=C1NN(c2ccccc2)C(=O)C2C1C1C=CC2C12CC2 (stereo not drawn),·,0,·,·,-2,·,-10
O=S1(=O)CCC(=Nc2ccc(Cl)cc2)c2ccsc21,-2,·,·,·,-6,3,·
CC1CC(C)CN(C(=O)COC(=O)C2CCN(S(=O)(=O)c3c(Cl)cccc3Cl)CC2)C1 (stereo not drawn),11,·,·,·,1,3,·
CC(C)c1ccc(NC(=O)CCNS(=O)(=O)c2cc(Br)cnc2N)cc1,1,1,-9,-10,-7,6,·
Cc1ccc(C(=O)N2NC(c3ccc(F)cc3)C3C(=O)N(c4ccc(C)c(C)c4)C(=O)C32)cc1 (stereo not drawn),·,-3,2,-11,·,3,0
CC(C)OC(=O)c1nnc(Cc2ccc(Cl)cc2)o1,0,1,5,3,-1,-2,-5
O=C(O)CP(=O)(O)O,-1,1,2,3,-9,5,5
COc1ccc(C(=O)NC2CC3CCCC(C2)N3CC(C)C)cc1 (stereo not drawn),-7,1,1,-4,-2,-2,-5
Cn1ncc(Oc2ccc([N+](=O)[O-])cc2)c(Cl)c1=O,-2,0,·,·,·,-6,-2
COc1ccc(-c2nc3ccc(Cl)cn3c2Cc2ccsc2)cc1OC,-1,0,8,2,·,0,0
SMILES,SIRT5 inh,Cneo AK release,C2C12 statin,esBAF inh,ARNT TACC3 PPI,ERp5 block,miR122 inh
C[C@H](CO)N1C[C@H](C)[C@@H](CN(C)C(=O)Cc2ccccc2)OCc2cnnn2CCCC1=O,-1&2&-2,-1&-3&17,1&4&-3,4&2&-4,1&0,-2&-7&-10,-6
CCOC(=O)N1CCC(NC(=O)c2cc(S(=O)(=O)N(CC)CC)ccc2F)CC1,·,-3,-8,-3,-4,·,-6
CCOc1ccccc1NC(=O)Cn1nnc(C(=O)NCc2ccco2)c1N,·,-7,-71,-12,-5,·,136*
C[C@@H]1CN([C@@H](C)CO)S(=O)(=O)c2ccc(/C=C/c3ccccc3)cc2O[C@@H]1CN(C)CC1CC1,-2,-2,-3,-4,13,2,-4[16.7 µM]
O=C(O)/C(=C\c1ccco1)NC(=O)c1ccco1,0,1,8,-6,4,5,-2
CCOc1cc(/C=N/NC(=O)c2ccc(CN3CCOCC3)cc2)ccc1OCc1ccccc1,·,2,·,·,3,·,-4
CCCCCCCC(=O)N/N=C(\C)c1cccnc1,·,2,-22,-1,-8,·,-5
Cc1ccc(N2C(=O)CC(NNC(=O)c3cccc(S(=O)(=O)N4CCCC4)c3)C2=O)cc1 (stereo not drawn),-2,3,·,·,-2,0,-1
O=C(NCC1CCCN(Cc2cccc(OCCO)c2)C1)c1ccc(F)cc1 (stereo not drawn),-2,·,1,1,19,-1,-7
Cc1noc(C)c1NC(=O)Nc1ccc2c(c1)C(=O)N([C@@H](C)CO)C[C@@H](C)[C@H](CN(C)Cc1ccc(C(F)(F)F)cc1)O2,5,47,4,0,3,1,6[16.7 µM]
O=C(C[C@@H]1C=C[C@H](NC(=O)C2CCC2)[C@@H](CO)O1)NC1CCC1,0,3,-5,4,-5,-1,13[16.7 µM]
Cn1nc(-c2ccccc2)cc1NC(=O)Nc1ccc(F)cc1,-2,·,3,13,11,-2,5
CCCS(=O)(=O)NCCc1cc2c(C)ccc(C)c2[nH]c1=O,-2,2,-4,-20,8,0,-3
CCOc1ccc(Cc2c(Cl)nc(SC)nc2OC)cc1,·,0,5,18,-5,·,-3
Cc1nc(C(F)(F)F)ccc1C(=O)N1CCC1(C)C(=O)NS(=O)(=O)c1ccc2c(c1)CCO2 (stereo not drawn),5,0,0,-5,·,1,-4
NC1=NOC(=O)C1C1CCCCC1 (stereo not drawn),-9,-3,10,-1,0,0,-6
COc1ccc(S(=O)(=O)N2CCCCC2c2cc(C(=O)Nc3ccc(OC)cc3C)no2)cc1 (stereo not drawn),-1,2,-16,-3,·,0,3
O=C(C[C@@H]1C[C@H]2c3cc(NC(=O)C4CCC4)ccc3O[C@H]2[C@@H](CO)O1)NCc1ccc(-c2ccccc2)cc1,2,2,-12,4,·,-2,6
COc1ccc(Oc2cc(C)c3ccccc3n2)cc1,·,1,·,·,39,·,7
Cc1ccc(S(=O)(=O)Nc2ccc3c(c2)C(=O)N([C@@H](C)CO)C[C@H](C)[C@@H](CN(C)C(=O)Nc2ccc4c(c2)OCO4)OCCCC[C@@H](C)O3)cc1,6,-2,·,10,32,3,7[16.7 µM]
CCOc1ccccc1NS(=O)(=O)N(C)C,·,-1,-1,1,-5,·,?
COc1ccc(CNC(=O)COC(=O)CCc2nc3ccccc3c(=O)[nH]2)cc1,-5,0,0,-3,-1,0,57
CCCc1nnc(N2C(=O)c3cccc4cccc(c34)C2=O)s1,·,0,85*,5,-3,·,-1
CCOC(=O)C1=C(C)OC2(O)c3ccccc3C(=O)C12O (stereo not drawn),3,0,12,-13,·,10,6
NC(=O)C1CCCN1Cc1ccc2c(c1)OCO2 (stereo not drawn),-4,·,·,·,-8,4,·
O=C(/C=C/c1ccccc1[N+](=O)[O-])N1CCOCC1,-2,-4,6,-2,-9,-1,1
CCS(=O)(=O)Nc1ccc2c(c1)C(=O)N(C)C[C@@H](OC)[C@H](C)CN(C(=O)NC(C)C)[C@H](C)CO2,·,-1,6,-2,1,2,3[16.7 µM]
O=C(CCC(NC(=O)OCc1ccccc1)C(=O)OCc1ccccc1)NCC(=O)OCc1ccccc1 (stereo not drawn),·,5,0,0,-11,·,4
CCOc1ccc(S(=O)(=O)Nc2ccc(S(=O)(=O)N3CCOCC3)cc2)cc1,·,1,6,1,-6,·,48

# This is a random part of the collection. About 4% of those tested had a hit in this group.
